# TRPML3 ag = activates the human TRPML3 channel. hit rate 0.29% among 220,000. activation, % at 3 µM. HEK293 TRPML3-YFP, Fluo-8 calcium fluorescence; 100% = the carbachol control signal. Q8TDD5;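 active means activation above its plate's cutoff, the mean activation of the plate's test wells plus 3 SD, cut at about 12% in these data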;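 further: 0% = DMSO only wells and 100% = carbachol wells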
# Target sequence (Q8TDD5 whole entry, looked up): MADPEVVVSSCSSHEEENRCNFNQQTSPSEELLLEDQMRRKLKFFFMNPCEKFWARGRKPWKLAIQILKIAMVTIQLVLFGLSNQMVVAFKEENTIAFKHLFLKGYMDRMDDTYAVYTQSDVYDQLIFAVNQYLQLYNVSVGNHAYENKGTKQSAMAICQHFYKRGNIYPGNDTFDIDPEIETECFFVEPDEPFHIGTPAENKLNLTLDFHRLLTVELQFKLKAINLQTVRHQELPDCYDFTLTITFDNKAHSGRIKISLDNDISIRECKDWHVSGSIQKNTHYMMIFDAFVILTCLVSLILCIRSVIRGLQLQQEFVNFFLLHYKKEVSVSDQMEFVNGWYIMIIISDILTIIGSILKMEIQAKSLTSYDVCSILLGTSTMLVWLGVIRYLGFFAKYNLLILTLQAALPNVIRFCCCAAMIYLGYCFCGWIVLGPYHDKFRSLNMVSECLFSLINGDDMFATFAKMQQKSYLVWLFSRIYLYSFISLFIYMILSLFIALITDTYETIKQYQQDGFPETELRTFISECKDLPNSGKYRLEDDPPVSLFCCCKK
#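 Test system: TRPML3-YFP stable HEK293 cells. Doses: single point at 3 µM. Incubation: dye loading 1 h 37 °C then 30 min ambient, 125 s read. Signal: Fluo-8 calcium dye fluorescence, ex 470-495, em 515-575 nm. Measure: percent activation from peak-to-basal fluorescence ratio, scaled between DMSO and carbachol.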
# Runt-SMMHC FRET = blocks binding of human RUNX1 Runt domain to CBFb-SMMHC. hit rate 0.74% among 220,000. inhibition, % at 20 µM. Cerulean-Runt/Venus-CBFb-SMMHC FRET ratio 530/480, 1 h;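 active means mean inhibition across duplicate retests at 20 µM reaching about 50%, limit read from the data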;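 further: 0% = DMSO wells and 100% = wells with excess untagged CBFb-SMMHC; inhibitors lower the FRET ratio by blocking Runt binding to CBFb-SMMHC; some results filed as inactive read as strong as hits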
# CHOP inh = blocks CHOP induction under ER stress. CHO-K1 CHOP-promoter luciferase, tunicamycin-induced, 15-18 h. inhibition, % at 10 µM. hit rate 3.8% among 220,000;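 active means compounds that reduced the stress-induced luciferase reporter signal by more than about 70% of percent inhibition, limit read from the data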;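 further: 0% = tunicamycin plus vehicle and 100% = wells without tunicamycin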
# Mdm2 ligase inh = blocks human Mdm2 ubiquitin ligase activity | Q00987 | signal enhancement, % at 5 µM | cell-based MDM2 ubiquitination luciferase reporter, 2 h; 0 = plate control, 100 = twice control, blank-subtracted | hit rate 0.11% among 210,000;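 active means signal enhancement of 30% or more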;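 further: luminescence tracks abundance of the self-degrading MDM2-luciferase fusion protein; higher signal means inhibition of MDM2 E3 ligase activity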
# Target sequence (Q00987 whole entry, looked up, the tested form may be a part): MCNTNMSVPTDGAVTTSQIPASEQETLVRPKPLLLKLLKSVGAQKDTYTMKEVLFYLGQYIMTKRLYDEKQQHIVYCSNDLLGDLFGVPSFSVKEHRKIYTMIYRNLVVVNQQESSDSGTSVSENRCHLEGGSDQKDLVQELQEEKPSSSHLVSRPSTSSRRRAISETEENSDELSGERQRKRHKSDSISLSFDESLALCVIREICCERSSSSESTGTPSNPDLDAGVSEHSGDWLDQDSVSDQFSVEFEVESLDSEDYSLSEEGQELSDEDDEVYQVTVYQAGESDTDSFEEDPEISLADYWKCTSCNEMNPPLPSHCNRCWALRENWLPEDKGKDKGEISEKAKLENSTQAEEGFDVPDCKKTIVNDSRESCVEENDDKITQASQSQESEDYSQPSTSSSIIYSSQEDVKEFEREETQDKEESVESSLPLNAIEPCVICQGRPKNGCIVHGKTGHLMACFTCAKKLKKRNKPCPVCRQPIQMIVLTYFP
#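 system = mammalian cells stably expressing self-ubiquitinating, self-degrading MDM2 E3–luciferase fusion | quantity = 2000 cells per well seeded | incubation = 4 h cell settling then 2 h compound exposure, 37 °C | signal = SteadyLite luminescence, 15 min reagent step | benchmarks = plate control and blank wells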
# p47phox inh = inhibitors of human p47phox binding; inhibition, % at 24.7 µM; P14598; hit rate 0.53% among 220,000; p47phox/p22phox peptide binding, fluorescence polarization, 2 h;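 active means inhibition above about 30%, limit read from the data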;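 further: 0% = p47phox with labelled peptide and 100% = labelled peptide alone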
# PPC-1+TRAIL kill = PPC-1 cancer cell killing with TRAIL present | AID 1443 | PPC-1 cells + TRAIL, ATPLite viability luminescence | hit rate 0.41% among 220,000 | cell killing (% activity), % at 4 µM;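 active means cell killing above 50% in the first pass at 4 µM, then a duplicate retest at 5 µM averaging 50% or more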;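 further: plate controls were cells with TRAIL plus DMSO for no effect and medium-only wells lacking cells for full effect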
# TNF necrop inh = blocks TNF-alpha induced death of Jurkat FADD-/- cells; Jurkat FADD-/- TNF necroptosis rescue, ATP luminescence, 24 h; 0 = TNF only, 100 = no-TNF cells; activation (protection from cell death), % at 10 µM; hit rate 0.068% among 220,000;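 active means activation, meaning protection from cell death, of at least 50% relative to plate controls; inactive means activation below 50%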;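 further: necroptosis triggered by 40 ng/mL TNF-alpha added together with compound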
# EBV gp42 inh = blocks Epstein-Barr virus glycoprotein 42 binding; Q1HVG2; Fluorescence polarization binding assay, mP read-out; inhibition, % (tested at 21.74 µM); hit rate 0.42% among 220,000; AID 1085; in the data active means inhibition above about 50%
# zfTRPN1 agonist = activates the zebrafish TRPN1 channel; hit rate 0.18% among 220,000; HEK293 zebrafish TRPN1-YFP, Fluo-8 calcium fluorescence; 100% = response to 87 µM carbachol; activation, % at 3 µM;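 active means activation above its plate's cutoff, the mean activation of test wells on that plate plus 3 SD, cut at about 19% in these data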;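 further: 0% = DMSO alone and 100% = 87 µM carbachol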
#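 System: zebrafish TRPN1-YFP in HEK293 cells / Dosing: 3 µM single point / Timing: dye loading 1 h at 37 °C, then 30 min room temperature / Signal: Fluo-8 calcium fluorescence, excitation 470-495 nm, emission 515-575 nm / Read-out basis: percent activation from peak over basal fluorescence ratio, control-normalized / Control set: high carbachol 87 µM, low DMSO alone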
# Starred values were filed as active, the others as inactive; · = not tested or not shown; [ ] = another dose, or the depositor's remark. No enrichment for hits (roughly 5.9% active in at least one column).
SMILES,TRPML3 ag,Runt-SMMHC FRET,CHOP inh,Mdm2 ligase inh,p47phox inh,PPC-1+TRAIL kill,TNF necrop inh,EBV gp42 inh,zfTRPN1 agonist
COc1ccccc1CNC(=O)c1c(-c2ccccc2)nn(-c2ccccc2)c1C,-0.4,-3,19,-16,4,-1,-0.1,12,-1.8
O=C(C/C=N/OCc1c(Cl)cccc1Cl)c1ccccc1,-0.1,-5,2,-18,-4,2,-3.7,-11,-0.7
CN1C(=O)c2ccc(NC(=O)c3ccc(N4CCCCC4)c([N+](=O)[O-])c3)cc2C1=O,0.9,-8,5,-4,-1,6,0.5,-5,1.6
Cn1c2ccccc2c2c(C(=O)N3CCN(c4ccccn4)CC3)cn(C3CCCC3)c(=O)c21,0.8,3,-13,-12,-10,14,-0.9,2,2.3
CC(C)(O)C#Cc1ccc(CN2CCN(C3CCCCC3)C(CCO)C2)cc1 (configuration not stated),0.8,-1,-3,-14,1,18,1.1,-1,-0.3
CCC(C(=O)O)N1C(=O)C2CCCCC2C1=O (configuration not stated),-0.1,0,-23,·,-2,9,2.0,-18,1.3
O=C(CCSc1ccccn1)Nc1ccc(Br)cc1,0.0,7,12,1,-5,14,1.6,-4,-2.5
CC(=O)c1nn(-c2cccc(Br)c2)cc1C(=O)c1ccc(Br)cc1,0.6,0,78*,-9,0,17,-0.3,-7,1.3
Cc1ccc(Cl)cc1N1CCN(C(=O)C2CCN(S(=O)(=O)c3cnc[nH]3)CC2)CC1,0.4,0,20,11,-2,5,-3.7,-9,1.8
COc1ccc(C(=O)C2CCCN(Cc3ccc4nonc4c3)C2)cc1OC (configuration not stated),0.7,2,22,7,1,5,-1.0,3,0.1
CC(=O)Nc1ccc(C(=O)OCC(=O)Nc2ccc([N+](=O)[O-])cc2C(F)(F)F)cc1,0.2,1,-6,-5,-8,-18,0.7,-27,-1.6
COc1ccc(C(=O)Nc2ccc(S(=O)(=O)Nc3nccc(C)n3)cc2)cc1OC,0.6,-3,26,-12,-5,17,0.9,-10,0.1
Clc1ccc2c(N/N=C/c3ccccc3Br)ccnc2c1,0.1,0,100*,-24,-6,9,0.8,-62,-0.5
O=C(Nc1ccc(F)cc1)NC1(C(=O)NCc2cccs2)CCCCC1,-0.1,1,-15,-21,-22,16,-0.4,-3,-1.2
COCCCNC(=O)c1c[nH]c2ccc(S(=O)(=O)N3CCc4ccccc43)cc2c1=O,0.1,-7,29,-22,1,22,0.2,5,0.1
Cc1c(Cl)cnc(NC(=O)COC(=O)c2ccc3ncsc3c2)c1Cl,1.0,-3,37,-6,-35,-13,2.3,-22,0.6
CC1=NN(c2ccccc2)C(=O)/C1=C/c1cn(C)c2ccccc12,-0.6,-4,-10,-11,2,11,-1.4,2,1.2
Cc1ccccc1NS(=O)(=O)c1ccc2[nH]cc(C(=O)NCCCN3CCOCC3)c(=O)c2c1,0.2,3,·,-18,·,8,-9.6,·,0.9
OCCC1CN(Cc2cnc(-c3cccc4ccccc34)nc2)CCN1C1CCCCC1 (configuration not stated),0.3,-3,-1,1,0,14,2.9,-4,-1.6
Cc1c(NC(=O)CN2CCN(c3ccccc3)CC2)c(=O)n(-c2ccccc2)n1C,0.7,-1,24,-79,-6,-14,-1.7,-11,0.3
O=C(CN1C(=O)NC2(CCCC2)C1=O)Nc1cccc(-c2nnc3n2CCCCC3)c1,0.1,2,-2,-12,-3,-16,0.9,-17,0.7
Cc1ccc(Cn2ccc(NC(=O)c3cc(-c4ccc5c(c4)OCO5)on3)n2)cc1,0.7,0,13,-13,-13,17,1.5,-24,2.1
CS(=O)(=O)N(CC(=O)NCCSC1CCCCC1)c1cccc(F)c1,0.1,2,42,4,1,4,2.1,1,-0.5
Cc1cccc(-c2nnc(SCc3cc(=O)[nH]c4ccccc34)n2C)c1,-0.6,4,-27,-10,-11,-3,-1.8,-5,-0.3
COc1ccc(/C=N/NS(=O)(=O)c2ccc(F)cc2)cc1COc1cc(F)ccc1[N+](=O)[O-],-0.9,0,60,4,-9,28,-6.3,5,-2.8

# Part of the list above in order of count of non-hydrogen atoms, falling.
SMILES,TRPML3 ag,Runt-SMMHC FRET,CHOP inh,Mdm2 ligase inh,p47phox inh,PPC-1+TRAIL kill,TNF necrop inh,EBV gp42 inh,zfTRPN1 agonist
COc1ccc(C(=O)C2CCCN(Cc3ccc4nonc4c3)C2)cc1OC (configuration not stated),0.7,2,22,7,1,5,-1.0,3,0.1
O=C(Nc1ccc(F)cc1)NC1(C(=O)NCc2cccs2)CCCCC1,-0.1,1,-15,-21,-22,16,-0.4,-3,-1.2
Cc1c(Cl)cnc(NC(=O)COC(=O)c2ccc3ncsc3c2)c1Cl,1.0,-3,37,-6,-35,-13,2.3,-22,0.6

# (listing goes on)
SMILES,TRPML3 ag,Runt-SMMHC FRET,CHOP inh,Mdm2 ligase inh,p47phox inh,PPC-1+TRAIL kill,TNF necrop inh,EBV gp42 inh,zfTRPN1 agonist
O=C(NC(=S)N1CCN(c2ccc([N+](=O)[O-])cc2)CC1)c1ccco1,0.7,-5,45,2,5,-12,-0.1,-8,1.2
Cc1c(-n2cc(C(=O)c3ccccc3O)cc(C#N)c2=O)c(=O)n(-c2ccccc2)n1C,1.0,-2,12,-20,-3,17,0.0,-6,0.5
Nc1nc(CCl)nc(N(c2ccccc2)c2ccccc2)n1,0.3,-6,-40,-1,1,90*[5 µM],-31,4,0.5
CN(C(=O)CSc1nnc(Nc2ccccc2)s1)c1c(N)n(Cc2ccccc2)c(=O)[nH]c1=O,0.1,3,-3,-6,-11,9,0.4,27,-0.1
Nn1c(SCc2cc([N+](=O)[O-])cc3c2OCOC3)nnc1-c1cccnc1,0.6,-2,41,1,3,-1,1.1,2,0.2
O=C(COc1ccc(Cl)cc1Cl)Nc1cccnc1,-0.4,-1,-12,-21,4,16,1.2,8,0.4
Cc1ccc(N2C(=O)C(Cl)=C(NCCO)C2=O)c(C)c1,0.1,-9,45,-8,-12,31,-4.8,-16,0.9
O=C(CN1C(=O)C2CC=CCC2C1=O)N1CCN(c2ccc([N+](=O)[O-])cc2)CC1 (configuration not stated),1.5,-4,-5,-3,-5,17,1.1,-8,3.2
O=C(COC(=O)c1cc(=O)c2ccccc2o1)NC1CCCCC1,0.0,-2,-4,-93,-1,-10,0.0,-2,0.6
Cc1cccc(C)c1-n1c(SCC(=O)Nc2ccc(C(=O)O)cc2)nnc1-c1cccc(S(=O)(=O)N(C)C)c1,1.0,2,-1,-3,-10,11,-0.2,-5,0.6
CC(C)Cc1ccc(/C(=N/O)C(=O)O)s1,0.5,3,48,-19,58*,3,-1.9,-8,1.1
CCOC(=O)C1=C(C)NC(=O)NC1C1CC=CCC1 (configuration not stated),0.7,4,61,-18,-5,-21,-1.6,-22,-0.6
CCc1nc(SCC(=O)N2c3ccccc3Sc3ccccc32)c2ccccc2n1,-0.5,3,49,-12,-10,-7,-2.8,-4,0.5
COc1ccccc1N1CCN(C/C=C/c2ccc(N(C)C)cc2)CC1,0.1,0,12,-1,-6,13,-0.2,-20,-0.3
N#C/C(=C(/O)CSc1n[nH]c(N)n1)c1nc2ccccc2[nH]1,0.9,2,4,·,-15,19,-0.2,2,1.9
CCOC(=O)C(C(=O)N1CCOCC1)C1CCCCC1 (configuration not stated),0.2,2,46,4,-8,6,-1.9,-16,0.2
O=C(NC(=S)Nc1ccccc1)c1csnn1,0.1,-4,-24,-13,4,14,-2.3,-10,0.3
CCCCOc1ccc(-c2ncc(C(=O)O)c(C)n2)cc1,0.4,1,-15,-35,-7,5,-2.0,-15,1.4
Cc1nc(NC(=O)c2ccccc2[N+](=O)[O-])sc1C(=O)N(C)C,-0.3,2,-13,-6,1,30,0.1,-1,0.5
CC(C)CN(CCOc1cccc(N2C(=O)C3=C(CCCC3)C2=O)c1)CC(C)C,0.1,-5,52,-7,5,10,1.7,-9,0.1
O=C(Nc1cccnc1)c1cccc(NC(=O)c2ccco2)c1,-0.2,2,52,-26,-7,-13,-1.1,-16,1.0
CCOC(=O)N1CCN(C(=O)CSCC(=O)Nc2nc(-c3ccc(OC)cc3)cs2)CC1,0.9,0,35,-21,-6,12,-4.2,10,5.1
Cc1csc(Nc2cccc3ccccc23)n1,0.3,0,6,-1,-4,2,-0.4,-7,-1.1
Cc1nc(SCC(=O)N2CC(=O)Nc3ccccc32)nc(C)c1C,0.3,-2,15,0,4,2,0.4,1,0.6
CCN(c1c(C)n(C)n(-c2ccccc2)c1=O)S(C)(=O)=O,0.5,0,35,-4,-7,8,0.2,-20,1.1
# (listing goes on)
SMILES,TRPML3 ag,Runt-SMMHC FRET,CHOP inh,Mdm2 ligase inh,p47phox inh,PPC-1+TRAIL kill,TNF necrop inh,EBV gp42 inh,zfTRPN1 agonist
CSc1ccccc1NC(=O)Cn1c(-c2cscn2)nc2ccccc21,-1.1,-2,-3,-6,10,-18,-0.8,-6,-1.0
CC(C)CCN1C(=O)CCC1(C)C(=O)NC1CCCCCC1 (configuration not stated),0.2,7,-8,-10,-9,-6,1.1,-20,0.8
Cc1ccccc1OCC(=O)N/N=C/c1cccc(Oc2ccc([N+](=O)[O-])cc2[N+](=O)[O-])c1,2.8,2,10,-7,-27,9,2.1,2,-1.0
Clc1cccc(CN2CCC(Cc3ccccc3)CC2)c1,-1.1,-8,46,-11,-2,26,-0.5,-10,-0.3
Cn1c(SCC(=O)c2ccc(F)cc2)nnc1-c1ccccn1,-0.3,3,6,-13,-3,15,2.7,-6,2.6
CCOC(=O)CC1CCCCN1Cc1nc(-c2ccc(F)c(OC)c2)oc1C (configuration not stated),0.5,3,8,-5,-8,23,0.1,-9,-0.7
Cc1[nH]c(=O)[nH]c(=O)c1/C=C/C(=O)OCC(C)C,1.0,0,19,-10,-5,21,-0.7,-1,0.2
COc1ccc(N(CCN2C(=O)c3ccccc3C2=O)C(=O)c2cccc([N+](=O)[O-])c2)cc1,-0.4,-1,6,-12,-9,5,-1.7,-6,-1.4
O=C(CSc1ncnc2c1nnn2Cc1ccc(F)cc1)NC1CCCCC1,-0.6,1,10,-13,-24,-7,0.9,-5,-0.6
CNS(=O)(=O)c1cccc(C(=O)OCC(=O)Nc2sc3c(c2C#N)CCCCC3)c1,0.2,-1,36,7,-13,8,1.1,-50,0.0
COc1ccccc1N1CCN(C(=O)COc2cc(C)ccc2C)CC1,-0.3,1,16,-11,2,2,0.0,5,-1.0
CCc1ccccc1NC(=O)CSc1nc(-c2ccccc2)nn1C(=O)c1cccc([N+](=O)[O-])c1,-0.7,0,11,-19,-10,9,-1.1,-18,1.4
Cc1ccc(C(=O)CSc2nnc(-c3snnc3C)n2C2CC2)cc1,1.0,1,26,-7,2,-8,0.1,-6,-1.5
COc1ccc(C(=O)OCC(=O)Nc2sccc2C(N)=O)cc1OC,3.4,-4,15,-17,-9,7,2.7,-17,6.0
CC(=O)Nc1ccc(OCC(O)Cn2c3ccccc3c3ccccc32)c(C)c1 (configuration not stated),1.7,2,62,-22,-6,11,-16,-9,4.8

# Source: PubChem BioAssay
